Assay outcomes deposited in PubChem BioAssay by National Center for Advancing Translational Sciences (NCATS).
S2 tox – reduces viability in counter-screen for ATXN expression inhibitors; Potency, µM (titrated, usually from 56.7 µM), actives largely listed as cytotoxic; 0.49% of 400,000 active; S2 cells (HEK-293 line with an ATXN2-luciferase reporter) viability, CellTiter-Fluor protease fluorescence, 24 h; active means well fitted cell-killing curve with a large enough effect; inconclusive means small, poorly fitted or top-dose-only effect, or effect the other way; inactive means no such curve, though single readings can be large or run the other way; further: nearly all actives have a fitted effect of over 40% in size
The depositor's hits bear a star; i = inactive; ? = inconclusive. Potency means the concentration at half of the fitted maximal effect.

Molecule | S2 tox
Cc1cnc(-n2ncc(C(=O)NCC(C)(C)N3CCOCC3)c2C(C)C)nc1-c1ccc(F)cc1 | i
OC1(c2cccnc2)CCN(Cc2ccc3c(c2)CN(Cc2ccc(F)c(F)c2)CCO3)CC1 | i
COc1cc(OC)c(OC)cc1CN1CCC(n2cc(C(=O)N3CCCCC3)nn2)CC1 | i
CC(=O)N[C@H]1[C@@H](O[C@@H](C)C(=O)O)[C@H](O)[C@H](CO)O[C@@H]1O | i
COc1cccc(C(=O)NCC2Cc3c(F)ccc(-c4ncccn4)c3O2)c1OC (stereo not given) | i
O=C(NCCN1Cc2ccccc2OC(c2ccccc2F)C1)c1cncs1 (stereo not given) | i
COc1cccc(CN2CCOc3ccc(C(O)c4cccnc4)cc3C2)c1 (stereo not given) | i
O=C([C@@H]1C[C@@H](Sc2nc3ccccc3[nH]2)CN1Cc1c(F)cccc1F)N1CCOCC1 | i
COc1cc(OC)c(OC)cc1CN1CCCC(n2cc(C(=O)N3CCCCC3)nn2)C1 (stereo not given) | i
Cc1cc2c(c(-c3ccc(Cl)cc3)c1)OC(CNC(=O)Cc1c(C)noc1C)C2 (stereo not given) | i
COc1cc(-c2ccc(C)cc2)cc2c1OCCN(C(=O)CCn1ccc(C)n1)C2 | i
O=P(O)(O)C(Sc1ccc(Cl)cc1)P(=O)(O)O | i
CCCC1([C@H](O)C/C=C/[C@H]2[C@H](O)CC(=O)[C@@H]2CCCCCCC(=O)OC)CCC1 | 35µM*
CC(=O)c1ccc(-c2cc(F)cc3c2OC(CNC(=O)c2ccc[n+]([O-])c2)C3)s1 (stereo not given) | i
COc1cccc(C(=O)NCC2Cc3cccc(-c4nc(C)cnc4C)c3O2)c1OC (stereo not given) | i
Oc1cc(-c2cccs2)cc2c1OCCN(Cc1cn[nH]c1-c1ccc(Cl)cc1)C2 | i
CCc1nc2cc(C(=O)N3CCC[C@H]3CO)cc(NC(=O)c3ccccc3OC)c2n1C | i
COc1ccccc1C1CN(CCNC(=O)c2cnsn2)Cc2ccccc2O1 (stereo not given) | ?
OC1CCN(Cc2ccc3c(c2)CN(Cc2ccc(Oc4ncccn4)cc2)CCO3)CC1 | i
COc1cc(=O)n2c(c1C(=O)NC(C)c1ccco1)CCN(CC=C(C)C)CC2 (stereo not given) | i
Cc1oc(-c2ccccc2NS(C)(=O)=O)nc1CN(C)Cc1ccc(Cl)cc1 | i
COc1ccc(F)c(CN2CCOc3ccc(CN4CCCCC4CO)cc3C2)c1 (stereo not given) | i
CCOC(=O)N1CCN(Cc2ccc3c(c2)CN(C(=O)c2noc4c2CCCC4)CCO3)CC1 | i
O=C(NCC1Cc2cc(F)cc(-c3cnccn3)c2O1)c1cccc(Cl)c1 (stereo not given) | i
COc1c2c(nc3ccccc13)O[C@H]([C@@](C)(O)CO)C2 | i

Following part.
Molecule | S2 tox
Cn1cnnc1Sc1ccc(CN2CCOc3ccc(C4=Cc5ccccc5CC4)cc3C2)o1 | i
CCn1c(-c2ccccc2F)nc2cc(NC(C)=O)cc(C(=O)N(C)Cc3ccccn3)c21 | i
C[C@@H](C[N+](C)(C)C)OC(N)=O | i
Cc1cc(C)n(-c2cccc(C(=O)NCC3Cc4cccc(-c5ccccn5)c4O3)c2)n1 (stereo not given) | i
O=C(Cc1nc2ccccc2[nH]1)N1CCC(n2c(C3CCC3)nc3cccnc32)CC1 | i
COc1cc(-c2cnc3ccccc3c2)cc2c1OCCN(S(=O)(=O)C[C@]13CC[C@H](CC1=O)C3(C)C)C2 | i
CN(C)CC[C@H](c1ccc(Br)cc1)c1ccccn1 | i
CCN1CCCC1CNC(=O)c1cnn(-c2nccc(-c3cc4ccccc4o3)n2)c1C1CC1 (stereo not given) | ?
COc1cccc(CNC(=O)c2c(OC)cc(=O)n3c2CCN(C(=O)c2ccccc2Cl)CC3)c1 | i
CCCC(=O)O[C@]1(C(=O)COC(=O)CC)[C@@H](C)C[C@H]2[C@@H]3CCC4=CC(=O)C=C[C@]4(C)[C@@]3(F)[C@@H](O)C[C@@]21C | ?
Cc1ccc(C(=O)NCCc2nnc3n2CCN(Cc2ccc4ccccc4c2)CC3)c(C)c1 | i
COc1cc(CNCc2cc3ccc(F)cc3nc2N2CCOCC2)cc(OC)c1OC | i
COc1cc(=O)n2c(c1C(=O)N(C)C(C)c1ccco1)CCN(C(=O)c1ccc(C(C)=O)cc1)CC2 (stereo not given) | i
COc1cc(-c2cc(C)c3cccc(OC)c3n2)cc2c1OCCN(C(=O)CCn1ccc(C)n1)C2 | i
OC1(c2ccc3c(c2)CN(Cc2ccco2)CCO3)CCN(c2ccccc2F)CC1 | i
Cc1ncc2c(c1CNC(=O)c1ccc3c(c1)OCO3)CCN(C(=O)c1cc3ccccc3n1C)C2 | i
Cc1oc(-c2ccccc2NC(=O)C2CCC2)nc1CNC(=O)c1ccc(C#CC(C)(C)O)cc1 | ?
CCC1C(=O)NCCN1Cc1ccc2c(c1)CN(Cc1cccc(OC)c1OC)CCO2 (stereo not given) | i
COc1ccc(OC)c(-c2cc(Cl)c3c(c2)CC(CNC(=O)[C@@H]2CCCN2C(C)=O)O3)c1 (stereo not given in full) | i
CC(=O)Nc1ccccc1-c1nc(CNC(=O)c2ccc(Cl)cc2)c(C)o1 | i
O=C(NCCNC[C@@H](O)COc1ccc(O)cc1)N1CCOCC1 | i
Cn1nccc1C(=O)NCC1CCC2(CCN(Cc3cccc4ncccc34)CC2)O1 (stereo not given) | i
CC(C)(CO)NC(=O)c1cnn(-c2ncc3c(n2)-c2ccccc2CC3)c1C1CC1 | i
Cn1ccnc1C1CCCCN1C(=O)CN1Cc2ccccc2OC(c2ccccc2F)C1 (stereo not given) | ?
C#C[C@]1(O)CC[C@@H]2[C@H]3CCC4=Cc5oncc5C[C@]4(C)[C@@H]3CC[C@@]21C | i

The list continues:
Molecule | S2 tox
CC(NC(=O)c1cccnc1)c1nnc2n1CCN(Cc1ccc(-c3ccccc3Cl)o1)CC2 (stereo not given) | i
COc1ccc2c(c1)CCc1cnc(-n3ncc(C(=O)N4CCN(CCO)CC4)c3C3CC3)nc1-2 | i
Cc1c(N)nc(C(CC(N)=O)NCC(N)C(N)=O)nc1C(=O)NC(C(=O)NC(C)C(O)C(C)C(=O)NC(C(=O)NCCc1nc(-c2nc(C(=O)NCCCN[C@@H](C)c3ccccc3)cs2)cs1)C(C)O)C(O[C@@H]1O[C@@H](CO)[C@@H](O)[C@H](O)[C@@H]1O[C@H]1O[C@H](CO)[C@@H](O)[C@H](OC(N)=O)[C@@H]1O)c1cnc[nH]1 (stereo not given in full) | i
COc1cc(OC)c(CN2CCOc3ccc(CN4CCC(O)CC4)cc3C2)c(OC)c1 | ?
COc1ccc(C(=O)NCC2Cc3cccc(-c4ccc(S(C)(=O)=O)cc4)c3O2)c(OC)n1 (stereo not given) | i
O=C(NCCN1CCOCC1)c1cnn(-c2nccc(-c3ccccc3C(F)(F)F)n2)c1C1CC1 | i
O=C(c1cc(-c2ccccc2)on1)N1CCOc2ccc(CN3CCOCC3)cc2C1 | ?
Cc1cc(C)cc(C(=O)NCc2nc(-c3cccc(NC(=O)c4ccccn4)c3)oc2C)c1 | i
Cc1cnc(-n2ncc(C(=O)NCC(C)(C)N3CCOCC3)c2C)nc1-c1cccs1 | i
CCCS(=O)(=O)NCc1c(C)ncc2c1CCN(C(=O)c1cccc(-c3ccccc3F)c1)C2 | i
CNc1ncnc2c1ncn2[C@@H]1O[C@H](CO)[C@@H](O)[C@@H]1O | i
COCCC1CCCCN1Cc1nc(N2CCCC2)c2cc(OC)c(OC)cc2n1 (stereo not given) | i
O=c1cc(-c2ccc(O)cc2)oc2c([C@H]3O[C@@H](CO)[C@@H](O)[C@@H](O)[C@@H]3O)c(O)cc(O)c12 | i
COc1cc(=O)n2c(c1C(=O)NCc1ccco1)CCN(Cc1cccc(Cl)c1)CC2 | i
CCc1noc(C)c1C(=O)N1CCOc2ccc(CN3CCN(c4ccccn4)CC3)cc2C1 | i
COCCN1CCN(C(=O)c2sc3ncnc(NCC4CCCO4)c3c2C)CC1 (stereo not given) | i
COc1cc(=O)n2c(c1C(=O)NCc1ccc3c(c1)OCO3)CCN(C(=O)c1ccccc1F)CC2 | i
COc1cccc(CNC(=O)c2c(OC)cc(=O)n3c2CCN(C(=O)C2CC24CCCC4)CC3)c1 (stereo not given) | i
Cc1cnc(C)c(-c2cc(F)c3c(c2)CC(CNC(=O)c2cccc(Cn4cccn4)c2)O3)n1 (stereo not given) | i
CCS(=O)(=O)Nc1cc(C(=O)N[C@H]2CCCCNC2=O)c2c(c1)nc(-c1ccccc1)n2C | i
COc1ccc(C(=O)N2CCCC(c3nc(SCc4ccccn4)ncc3C)C2)cc1F (stereo not given) | ?
Cc1oc(-c2ccccc2NC(=O)c2ccsc2)nc1CN(C)Cc1ccc2c(c1)CCCN2C | i
COC(=O)C1CCCCN1Cc1nc(N2CCCN(C(C)=O)CC2)c2ccccc2n1 (stereo not given) | i
C[C@@]12CCC(=O)C=C1CC[C@@H]1[C@@H]2[C@H](O)C[C@]2(C)[C@@H]1CC[C@]2(O)C(=O)CO | i
CCC(O)CNC(=O)c1cnn(-c2ncc3c(n2)-c2ccccc2CCC3)c1C1CC1 (stereo not given) | i

Shown as labelled records: two of the compounds above
Cn1nccc1C(=O)NCC1CCC2(CCN(Cc3cccc4ncccc34)CC2)O1 (stereo not given)
  S2 tox: i

CC(C)(CO)NC(=O)c1cnn(-c2ncc3c(n2)-c2ccccc2CC3)c1C1CC1
  S2 tox: i

Further structures follow.
Molecule | S2 tox
COc1ccccc1-c1ccc(C(=O)NCCN2CCOCC2)c(N2CCN(c3ccccc3F)CC2)n1 | i
COC(=O)[C@@H]1CCCN1C(=O)c1c(OC)cc(=O)n2c1CCN(Cc1ccc3c(c1)CCO3)CC2 | i
NC(=O)c1ncn([C@H]2O[C@@H](CO)[C@@H](O)[C@@H]2O)n1 | i
COc1cccc(C(=O)N(Cc2cc3cc4c(cc3nc2N(C)C)OCO4)CC2CCCO2)c1 (stereo not given) | i
NC(=O)c1ccc[n+]([C@@H]2O[C@H](COP(=O)([O-])OP(=O)(O)OC[C@H]3O[C@@H](n4cnc5c(N)ncnc54)[C@H](O)[C@@H]3O)[C@@H](O)[C@H]2O)c1 | i
C[C@H]1NC(=O)NC1=O | i
CC(=O)[C@@]1(O)CC[C@H]2[C@@H]3C=C(Cl)C4=CC(=O)CC[C@]4(C)[C@H]3CC[C@@]21C | i
OCCN1CCN(Cc2ccc3c(c2)CN(Cc2cnc(-c4ccccc4)s2)CCO3)CC1 | i
COCCN1CCN(C(=O)c2cnn(-c3ncc4c(n3)-c3ccc(OC)cc3CC4)c2C2CC2)CC1 | i
Cc1oc(-c2cccc(NC(=O)c3ccccn3)c2)nc1CNC(=O)c1cc(F)c(F)cc1F | i
Cc1cc2c(c(-c3nc4ccccc4s3)c1)OC(CNC(=O)c1occc1C)C2 (stereo not given) | ?
Cc1ncc2c(c1CNC(=O)CN1CCCCC1)CCN(C(=O)c1ccc(F)cc1Cl)C2 | i
Cc1oc(-c2ccccc2NC(=O)c2ccccc2)nc1CNC(=O)c1cccc(-n2cccn2)c1 | i
O=S(O)CO | i
COc1ccccc1-c1cc2c(c(OC)c1)OCCN(C(=O)Cn1nc(-c3ccccc3)c3ccccc3c1=O)C2 | i
COc1ccc(CN2CCCC(n3cc(C(=O)NC4CCCC4)nn3)C2)c2ccccc12 (stereo not given) | ?
COCC1CCCN(c2nc(CN3CCN(C(=O)c4ccco4)CC3)nc3ccccc23)C1 (stereo not given) | i
Cc1ccc(-c2ccnc(-n3ncc(C(=O)NCCN4CCOCC4)c3C3CC3)n2)o1 | i
CCCCCCCC(=O)CC[C@@H]1[C@@H](C/C=C\CCCC(=O)OC(C)C)[C@@H](O)C[C@H]1O | ?
CCn1c(-c2ccccc2F)nc2cc(NC(C)=O)cc(C(=O)NCc3ncc(C)[nH]3)c21 | i
CCN1CCCC1CNC(=O)c1cnn(-c2nccc(-c3cccs3)n2)c1C(C)C (stereo not given) | i
Cc1onc(-c2ccccc2)c1C(=O)NCCN1Cc2ccccc2OC(c2ccsc2)C1 (stereo not given) | ?
C1CNCCN1 | i
COc1cc(=O)n2c(c1C(=O)NCc1nonc1C)CCN(C(=O)c1cccc(C)c1C)CC2 | i
COC(=O)c1ccccc1-c1cc(C)cc2c1OC(CNC(=O)c1cc(C)on1)C2 (stereo not given) | i

Reprinted at random: 4 records from the list.
Molecule | S2 tox
COc1cc(-c2cnc3ccccc3c2)cc2c1OCCN(S(=O)(=O)C[C@]13CC[C@H](CC1=O)C3(C)C)C2 | i
COc1cc(=O)n2c(c1C(=O)NCc1nonc1C)CCN(C(=O)c1cccc(C)c1C)CC2 | i
COc1cccc(CN2CCOc3ccc(C(O)c4cccnc4)cc3C2)c1 (stereo not given) | i
Cc1oc(-c2ccccc2NC(=O)c2ccsc2)nc1CN(C)Cc1ccc2c(c1)CCCN2C | i

Remaining list, next part:
Molecule | S2 tox
COc1cc2nc(N(C)C)c(CNCc3nonc3C)cc2c(OC)c1OC | i
COc1cc(OC)c(OC)cc1CN1CCCC(c2[nH]ncc2-c2cccc(C(F)(F)F)c2)C1 (stereo not given) | i
COCCOC(=O)C1=C(C)NC(C)=C(C(=O)OC(C)C)[C@H]1c1cccc([N+](=O)[O-])c1 | ?
CC(C)c1c(C(=O)N(C)Cc2cccc3ncccc23)cnn1-c1nccc(-c2ccco2)n1 | i
Cc1ccc2c(c1)cc(CN(C)Cc1nc(C)cs1)c(=O)n2C | i
Cc1nc2sccn2c1CN1CCC2(CC1)CC2C(=O)Nc1ccc2c(c1)OCO2 (stereo not given) | i
Cc1nc(NCc2cccc3c2OCO3)sc1-c1ccn(CC2CCCN(C)C2)n1 (stereo not given) | i
COc1ccc(CN2CCOc3c(cc(-c4ccc(OC)nn4)cc3OC)C2)c(O)c1 | i

A portion of the library; rates above refer to the full screens.
